# Screens from PubChem BioAssay.
# CCHF vOTU inh: CCHFV vOTU protease inhibition | Pep-AMC fluorescence | inhibition, % at 11.5 µM | 370,000 tested, 0.55% active; further: 0% = vehicle wells with enzyme and 100% = no enzyme wells
# GDH-TPI counter: counter-screen for M. tuberculosis FBA inhibitors: GDH-TPI coupled enzymes; GDH-TPI coupled enzyme counterscreen, NADH absorbance; inhibition, % at 4.8 µM; 360,000 tested, 1.2% active;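 further: 0% = DMSO wells and 100% = wells lacking the enzyme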
# BioA inh: BioA (M. tuberculosis) enzyme inhibition; purified M. tuberculosis BioA enzyme, plate reader; inhibition, % at 9.99 µM; 360,000 tested, 0.096% active; AID 602481; in the data active means inhibition above about 40%
# Rv3671c inh: Rv3671c (M. tuberculosis) protease inhibition. P9WHR9. inhibition, % at 5.96 µM. 320,000 tested, 0.048% active. AID 2606; in the data active means inhibition above about 38%;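 further: extracellular domain of Rv3671c used as enzyme; 0% = enzyme with DMSO and 100% = no enzyme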
# Target sequence (P9WHR9 whole entry, looked up, the tested form may be a part): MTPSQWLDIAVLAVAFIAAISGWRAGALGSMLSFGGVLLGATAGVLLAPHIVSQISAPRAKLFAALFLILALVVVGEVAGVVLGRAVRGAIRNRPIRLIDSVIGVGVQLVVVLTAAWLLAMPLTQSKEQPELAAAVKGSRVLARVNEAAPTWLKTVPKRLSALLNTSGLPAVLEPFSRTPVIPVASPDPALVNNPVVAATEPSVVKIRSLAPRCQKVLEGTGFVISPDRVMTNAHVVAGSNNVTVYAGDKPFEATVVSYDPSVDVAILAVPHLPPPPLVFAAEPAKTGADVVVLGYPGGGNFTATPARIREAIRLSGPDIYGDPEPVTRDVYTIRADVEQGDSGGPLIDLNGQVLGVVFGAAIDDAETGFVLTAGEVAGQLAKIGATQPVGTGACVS
# BoNT F protease: BoNT F light chain protease inhibition | AID 588497 | Multiplex microsphere protease cleavage assay, flow cytometry | inhibition, % at 10 µM | 360,000 tested, 0.22% active; in the data active means inhibition above about 35%, passing the limit was not always enough; further: plate controls were buffer without enzyme for full effect and enzyme alone for no effect
# FadD28 FP inh: inhibitors of Mycobacterium tuberculosis FadD28 bisubstrate binding. FadD28 bisubstrate probe binding, fluorescence polarization. inhibition, % at 12.5 µM. 360,000 tested, 0.22% active. AID 588549; in the data active means inhibition above about 8.5%, passing the limit was not always enough
# FBA Mtb inh: inhibitors of M. tuberculosis fructose-bisphosphate aldolase. 360,000 tested, 2.3% active. P9WQA3. purified M. tuberculosis FBA, fluorescence read-out. inhibition, % at 1 µM; in the data active means inhibition above about 27%;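 further: 0% = vehicle and 100% = reference inhibitor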
# Target sequence (P9WQA3 whole entry, looked up): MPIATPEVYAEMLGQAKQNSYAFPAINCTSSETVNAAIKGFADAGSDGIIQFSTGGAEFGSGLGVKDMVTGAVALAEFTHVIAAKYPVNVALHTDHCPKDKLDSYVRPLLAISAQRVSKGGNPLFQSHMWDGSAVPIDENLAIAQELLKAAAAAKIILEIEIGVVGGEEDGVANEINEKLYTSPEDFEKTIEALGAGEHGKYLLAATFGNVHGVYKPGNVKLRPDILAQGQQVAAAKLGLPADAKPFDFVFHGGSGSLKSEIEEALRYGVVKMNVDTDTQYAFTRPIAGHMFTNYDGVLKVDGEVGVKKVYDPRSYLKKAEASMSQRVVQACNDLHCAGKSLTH
# MazEF act: MazEF (E. coli) toxin RNase activation. AID 504720. activation, % at 20 µM. P0AE70. 350,000 tested, 0.32% active. FAM/BHQ RNA-DNA oligo cleavage fluorescence, 5 h; in the data active means activation above about 50%
# VHR inh abs: DUSP3 (human) phosphatase inhibition | P51452 | recombinant VHR phosphatase, pNPP absorbance | inhibition, % at 13.3 µM | 290,000 tested, 0.52% active | AID 1654; in the data active means inhibition above about 50%; further: some compounds called inactive have numbers as strong as hits
# Target sequence (P51452 whole entry, looked up): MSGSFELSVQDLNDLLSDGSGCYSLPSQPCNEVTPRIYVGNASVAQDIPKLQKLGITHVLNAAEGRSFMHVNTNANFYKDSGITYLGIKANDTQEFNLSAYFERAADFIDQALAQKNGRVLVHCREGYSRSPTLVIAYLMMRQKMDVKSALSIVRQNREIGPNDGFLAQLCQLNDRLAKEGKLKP
# Mtb UGM inh: Mtb UDP-galactopyranose mutase inhibition | P9WIQ1 | purified UGM, fluorescence polarization probe displacement | inhibition, % at 10 µM | 320,000 tested, 0.06% active; in the data active means inhibition above about 10%, passing the limit was not always enough
# Active calls of the source: *; . = not tested or not shown; + = active, no number; & = joins results of further samples. Unless noted, no stated cut-off is given here; in the data, active means inhibition above about 30%; inactive means the rest.
Structure,MazEF act,VHR inh abs,BioA inh,BoNT F protease,Mtb UGM inh,FadD28 FP inh,Rv3671c inh,CCHF vOTU inh,FBA Mtb inh,GDH-TPI counter
O=C(COC(=O)Cc1ccccc1[N+](=O)[O-])NCc1ccc(Cl)cc1,0.1,-0.3,.,0.1,-2.5,-0.9,-3.3,-2.4,-3.3,3.3
C#CCOCCOCCOCCNc1nc(N2CCOCC2)nc(N2CCN(C(=O)[C@H](C)n3cc(CCC(=O)O)nn3)CC2)n1,10.2,.,-0.8,-3.3,.,-2.3,.,-12.3,0.5,-1.3
COc1ccc(C(CC(=O)Nc2ccc(Cl)cc2F)NC(=O)C(F)(F)F)cc1 (stereo not drawn),-4.0,3.6,-0.2,-2.3,0.9,-2.3,-3.0,-4.3,0.5,1.6
O=C(NCC1CCCO1)c1ccc(Cl)c(S(=O)(=O)Nc2ccccc2)c1 (stereo not drawn),-9.4,6.2,-1.0,12.5,1.9,-0.9,-7.8,0.3,3.3,5.6
O=C(O)CCCCc1nc2ccccc2s1,0.7,-8.0,-2.6,-12.6,-1.0,-1.4,-6.4,1.4,-0.3,11.0
O=S1(=O)CCN(C(CCO)c2cccc(C(F)(F)F)c2)CC1 (stereo not drawn),4.7,5.8,.,-2.5,-1.7,-0.5,6.2,-8.9,4.4,-1.6
CC(=O)Nc1ccc(NC(=O)c2ccc(-c3ccccc3Cl)o2)cc1,-11.0,.,.,2.0,.,-2.9,.,-2.1,0.7,11.3
O=C(Nc1ccc(NC(=O)c2ccccc2Cl)cc1)c1cccnc1,3.2,26.3,9.1,5.5,-1.9,-1.3,-6.3,-0.8,-1.4,-1.5
O=C(Nc1ccc2oc(-c3ccc(Cl)c(Cl)c3)nc2c1)c1ncn[nH]1,-8.5,3.0,0.6,-10.0,-1.4,-5.1,5.3,2.2,1.9,-1.3
COc1ccc(N2C(S)=C(C#N)C(=O)NC2c2ccco2)cc1 (stereo not drawn),-8.2,-8.4,.,1.5,0.6,-1.8,0.8,2.8,-5.6,13.2
O=C(CS(=O)(=O)c1ccccc1)N1CCCCC1,1.4,35.7,-0.5,-15.1,0.7,-2.0,-3.6,-6.7,3.0,4.9
CN1C(=O)C(C2(C#N)CCCCC2)C(=O)N(C)C1=O,-3.8,2.9,.,-1.1,2.6,-2.4,4.8,-8.7,1.3,3.6
CCC1(CC)Cc2ccccc2-c2nc(CN(C)C)[nH]c(=O)c21,-1.2,-2.0,-0.5,-10.2,-1.5,1.6,3.7,5.3,-0.1,14.7
C[C@@H]1ON(C2CCCCC2)[C@H]2c3nc4ccccc4n3C[C@@H]12,1.9,40.8,3.5,-1.2,3.1,-1.8,-1.9,0.5,0.9,9.2
Cc1ccc(C(=O)C(C)Oc2cccc(NC(=O)c3ccco3)c2)cc1 (stereo not drawn),-11.9,-9.2,-0.4,9.6,1.9,-3.7,-9.7,6.9,-0.4,5.8
CC1CCC(NS(=O)(=O)c2cccc3nsnc23)CC1 (stereo not drawn),11.2,0.0,0.0,-0.6,0.9,-3.9,4.6,9.4,-1.9,-3.9
c1cc(CNCCCN2CCOCC2)ccn1,6.4,47.5,0.8,2.9,-0.6,-1.1,8.9,-13.3,0.6,0.5
O=C1CCC(C(=O)N2CCCCCC2)CN1CCc1ccc(Cl)cc1 (stereo not drawn),7.9,1.6,8.7,-3.4,0.7,-0.8,9.0,-11.8,-1.6,7.6
C=CCN(C(=O)CNC(=O)c1cccs1)C(C(=O)NC(C)(C)C)c1ccccc1 (stereo not drawn),0.3,70.4,.,-4.5,0.8,0.3,-11.0,3.4,6.0,3.5
Cn1nc(C(=O)Nc2nc(-c3ccc(F)cc3)cs2)ccc1=O,-2.4,16.2,0.4,8.1,0.7,-0.9,-14.6,18.4,3.8,19.5
COc1ccccc1NS(=O)(=O)c1ccc(O)c(C(=O)OCC(=O)c2ccc(Cl)cc2Cl)c1,-2.7,0.5,.,1.9,-2.4,0.4,-3.7,18.7,0.6,-2.5
COc1cccc(NC(=O)Nc2nnc(Cc3ccc(F)cc3)s2)c1,-20.9,.,-2.8,-10.5,1.1,0.0,-6.8,-1.4,1.9,0.0
C/C(=N\Nc1ccccn1)c1ccc2c(c1)OCO2,0.5,10.2,0.4,-5.4,0.8,-1.7,-2.0,-0.9,-1.5,7.8
CC1CCCN(CC(=O)Nc2cc(Cl)ccc2Oc2ccccc2)C1 (stereo not drawn),-9.0,0.0,-0.9,7.8,-0.3,-1.1,5.9,3.1,-0.9,-2.5
COC(=O)/C=c1\sc2ncnn2c1=O,-20.5,13.2,.,0.9,-0.4,0.3,3.0,-6.2,1.9,-3.5
CCOC(=O)c1ccc(NC(=O)Cn2cnc(S(=O)(=O)N3CCCC3)c2)cc1,2.9,35.8,-1.3,-5.7,-0.3,-0.3,0.5,.,0.6,3.5
O=C1COc2ccc(C(=O)COC(=O)CNC(=O)c3ccco3)cc2N1,1.0,17.4,.,-7.3,-3.2,-2.1,-0.4,-9.5,-0.8,1.2
COc1ccc(S(=O)(=O)N2CCC(n3cnc4ccccc43)CC2)cc1,2.4,35.6,-1.5,9.0,-1.0,1.6,6.7,8.0,9.7,-3.1
O=C(O)c1ccc(/C=C2\SC(=Nc3ccccc3)N(c3ccccc3)C2=O)cc1,-0.7,1.2,.,-3.2,-1.1,-7.1,0.3,7.5,0.4,24.4
O=c1nc2ccccc2c2n1CC(CN1CCN(c3ccccc3F)CC1)N2 (stereo not drawn),1.0,21.9,.,-5.1,3.2,-1.6,4.3,-2.8,0.7,6.9
CN(C)c1cccc2c(S(=O)(=O)NC(=O)[C@H]3O[C@@H](n4cnc5c(N)ncnc54)[C@H](O)[C@@H]3O)cccc12,.,.,5.0,-5.6,.,-2.3,.,4.8,6.0,.
CCN(C(=O)c1ccc(C(C)(C)C)cc1)c1nnc(Cn2nnc3ccccc32)s1,-4.8,22.6,-0.4,-47.7,-0.7,-0.9,-16.9,8.1,-2.8,2.2
Cc1ccc(S(=O)(=O)N2CC(=NO)C2)cc1,4.9,5.5,-1.4,2.3,-1.0,0.0,5.4,1.4,0.8,1.2
Cc1ccc2c(c1)[C@H]1[C@H](CO2)[C@H](c2ccccc2)[C@]2(C)C(=O)N(Cc3ccco3)CC(=O)N12,-1.1,.,4.3,3.9,-0.5,-3.9,0.1,10.2,-2.7,3.2
O=C1/C(=C/c2ccco2)SC(=S)N1c1cccnc1,4.6,9.5,0.8,9.4,.,4.6,.,-1.1,-5.1,17.3
CNC(=O)c1cc2ccc(OC)cc2oc1=O,2.3,-2.0,-0.9,-9.6,0.6,-2.0,1.3,-221.5,+,29.9
Cc1csc2nc(CNC(=O)C3CC=CCC3C(=O)O)cn12 (stereo not drawn),8.7,15.1,-2.1,-16.8,-5.3,-0.7,6.0,5.6,3.1,-7.7
C/C(=N/NC(=O)c1ccc(C)s1)c1cccc(NC(=O)COc2ccc(Cl)cc2C)c1,34.3,29.7,0.3,-6.5,1.2,-0.9,6.2,8.0,-0.2,7.5
COc1ccc(-c2nnc(N)s2)cc1OC,-1.1,.,3.6,-2.5,.,.,.,6.0,10.9,5.3
Cc1ccc(NC(=O)COc2ncnc3c(Cl)cc(Cl)cc23)cc1[N+](=O)[O-],23.9,-1.0,.,-5.4,-1.4,-0.2,-3.2,-0.1,-3.3,2.3
CC1=C/C(=N\NC(=S)Nc2cccnc2)CC(C)(C)C1,14.1,30.1,3.1,-6.6,.,-2.5,.,13.2,-0.8,-1.2
CSCC(=O)N1CCCC(N2CCN(c3ccc(F)cc3)CC2)C1 (stereo not drawn),-28.0,-22.9,0.8,14.0,-0.1,-0.2,-6.4,16.2,-0.7,-5.2
Cc1cccc(C)c1NC1=NCCCCC1,-1.9,-0.2,.,-0.5,-2.6,-1.4,-2.1,6.5,8.1,9.9
O=C(CN1CCCC1)NN=C(c1ccccc1)c1ccccc1,-1.9,3.9,.,-5.5,3.2,-1.4,-1.7,1.4,6.4,2.1
Cn1c(CSCc2ccc(F)cc2)nnc1SCC(=O)Nc1nccs1,-2.4,-7.5,-1.6,-0.9,0.1,-2.7,-0.5,-7.3,-4.4,15.5
NCCCNC(=S)NCCCN(Cc1ccc(Cl)cc1)c1ccc(Br)cn1,.,.,3.1,-47.9,.,-29.8,.,-6.1,-1.8,4.1
CC1=NN(C(N)=S)C(=O)C1N=Nc1ccc(Cl)cc1Cl (stereo not drawn),-0.9,21.9,0.7,.,2.7,0.1,.,-3.0,-0.8,12.7
FC(F)(F)c1cnc(NNC(=S)Nc2ccccc2)c(Cl)c1,-3.2,.,0.6,0.5,.,-3.9,.,-3.7,-2.7,-3.6
NC(=O)CCS(=O)(=O)c1ccc(Cl)cc1,0.1,11.0,-1.2,-5.3,-0.4,-0.1,7.6,11.1,-1.0,2.4
CC(C)(C)NC(=O)CSc1nnc(-c2c[nH]c3ccccc23)o1,3.3,8.8,-3.7,16.5,-2.9,-3.4,-11.4,-2.4,0.9,4.3
Nc1nc(N)nc(-c2cc(F)ccc2O)n1,-5.2,.,0.4,8.3,2.8,-1.1,-9.6,1.7,1.8,4.4
CCOc1ccc(-n2c(N)c(C(=O)NCc3cccnc3)sc2=S)cc1,3.6,4.9,-0.4,1.4,-1.7,0.9,-2.1,13.8,-1.6,16.5
N/C(Cc1ccc([N+](=O)[O-])cc1)=N\OC(=O)C(c1ccccc1)c1ccccc1,-3.5,22.1,.,-1.4,1.1,-9.7,5.0,-4.2,-1.6,11.7
CC1(C)CCC(C)(C)NC(=S)N1,7.8&-0.2,-8.5,-0.9,-4.1&1.3,1.7,-1.0&-2.3,-1.1,12.8&-7.8,-1.1&-0.7,5.3&-1.1
Cc1cccc(C)c1NC(=O)c1cc(S(=O)(=O)N2CCc3ccccc32)cn1C,3.1,21.2,-1.4,-12.4,-0.4,-3.1,0.0,5.7,-0.2,-3.4
COc1ccc(C(=O)Nc2cccc(OC)c2)cc1,1.3,-13.1,5.9,2.2,-1.0,-0.2,-2.0,-0.7,1.6,7.9
Cc1cc(=O)n2c(-c3ccccc3C)n[nH]c2n1,2.4,10.5,2.5,-1.4,0.2,-3.8,-0.3,3.9,3.0,-3.2
CCn1c(O)c(/C(C)=N/N2CCCCC2c2cccnc2)c(=O)[nH]c1=S (stereo not drawn),-17.0,5.1,1.3,-1.7,-0.2,-1.8,1.4,-16.4,-3.4,26.7
CC(=O)Nc1ccc(/C(C)=N/NC(=O)c2ccc(F)cc2)cc1,2.9,1.5,.,2.8,-2.2,0.1,2.3,-15.8,1.8,5.9
Fc1cc2nc(-c3ccncc3)[nH]c2cc1F,10.9,28.5,0.6,-6.9,-0.3,-3.7,2.7,-26.7,127.2*,0.6
Cc1ccc(NC(=O)c2cc(C(=O)Nc3ccc(C)cc3)n(C)n2)cc1,-8.8,.,.,14.0,-1.9,-1.3,1.0,-3.2,2.5,3.2
COc1ccc(CN(C)CCCn2ccc(N)nc2=O)cc1OC,5.3,.,-1.1,4.8,.,-1.1,.,7.1,1.1,-5.2

# 3 neighbouring records already listed, quoted:
Structure,MazEF act,VHR inh abs,BioA inh,BoNT F protease,Mtb UGM inh,FadD28 FP inh,Rv3671c inh,CCHF vOTU inh,FBA Mtb inh,GDH-TPI counter
Cc1cc(=O)n2c(-c3ccccc3C)n[nH]c2n1,2.4,10.5,2.5,-1.4,0.2,-3.8,-0.3,3.9,3.0,-3.2
CCn1c(O)c(/C(C)=N/N2CCCCC2c2cccnc2)c(=O)[nH]c1=S (stereo not drawn),-17.0,5.1,1.3,-1.7,-0.2,-1.8,1.4,-16.4,-3.4,26.7
CC(=O)Nc1ccc(/C(C)=N/NC(=O)c2ccc(F)cc2)cc1,2.9,1.5,.,2.8,-2.2,0.1,2.3,-15.8,1.8,5.9
